# Large T inhibition = SV40 large T antigen inhibitors, biochemical (AID 1903); SV40 large T antigen ATPase/helicase inhibition assay; higher % means a stronger effect; inhibition, % at 20 µM, or IC50 in µM where a hit was titrated; 0.39% of 310,000 active; in the data active means a potency from the dose series; inconclusive means inhibition mostly from about 32% at the one dose, without a potency; inactive means the rest, 99 in 100 with inhibition below about 32%; further: strong numbers were not always called active
# LYP inhibition = inhibitors of LYP phosphatase, biochemical, fluorescence intensity, uHTS (AID 1779); Tyrosine-protein phosphatase non-receptor type 22 (Homo sapiens); recombinant LYP phosphatase, fluorescence intensity; higher % means a stronger effect; one-dose inhibition, % at 11.5 µM; IC50 in µM for titrated hits; 0.054% of 290,000 active; in the data active means inhibition above about 50%;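 further: plate controls were vehicle with enzyme for no effect and no enzyme for full effect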
# NTR1 agonist = agonists of NTR1, primary screen, imaging, U2OS cells, beta-arrestin-GFP, high content (AID 493036). Neurotensin receptor type 1 (Homo sapiens), P30989. NTR1-U2OS beta-arrestin-GFP spot imaging, agonist mode. activation, % at 20 µM. 0.17% of 330,000 active;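 active means activation at or above 40% of the spot to cytoplasm intensity ratio, with at least 20 cells analyzed; inconclusive means wells under 20 cells, flagged as cytotoxic or low count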;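 further: 0% = DMSO without peptide and 100% = 100 nM NTR1 peptide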
# Target sequence (P30989 whole entry, looked up): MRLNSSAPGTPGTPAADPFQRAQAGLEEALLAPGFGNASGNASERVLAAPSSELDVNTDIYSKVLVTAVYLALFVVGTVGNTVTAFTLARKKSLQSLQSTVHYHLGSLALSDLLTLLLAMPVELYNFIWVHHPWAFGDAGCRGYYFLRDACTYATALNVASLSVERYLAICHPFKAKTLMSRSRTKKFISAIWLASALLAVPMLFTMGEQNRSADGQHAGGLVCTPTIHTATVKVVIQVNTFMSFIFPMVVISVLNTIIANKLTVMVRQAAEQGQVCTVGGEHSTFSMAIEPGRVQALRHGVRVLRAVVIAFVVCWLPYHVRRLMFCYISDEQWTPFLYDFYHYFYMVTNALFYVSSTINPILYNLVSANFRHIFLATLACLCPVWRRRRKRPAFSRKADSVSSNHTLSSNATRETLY
# GPR55 LPI antagonism = GPR55 antagonists blocking LPI-driven arrestin recruitment, primary screen, imaging, U2OS, beta-arrestin-GFP, LPI agonist (AID 2013) | U2OS GPR55 beta-arrestin-GFP translocation imaging, LPI antagonism; higher % means a stronger effect | one-dose inhibition, % at 10 µM; IC50 in µM for titrated hits | 0.13% of 290,000 active;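 active means spots per cell inhibited over 60%, with over 100 cells counted and total cytoplasm intensity under 500,000; inconclusive means wells with under 100 cells, flagged as likely toxic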;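 further: U2OS cells stably carrying GPR55 and arrestin-GFP stimulated by 5 µM LPI near EC80; imaged beta-arrestin-GFP aggregate spots per cell after agonist stimulation; plate controls were LPI-stimulated DMSO wells for no effect and DMSO wells without LPI for full effect; some results filed as inactive read as strong as hits; confirmed hits need IC50 under 10 µM and bright autofluorescent wells are also inconclusive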
# GPR55 activation = GPR55 agonists via beta-arrestin recruitment, primary screen, imaging, U2OS cells, beta-arrestin-GFP redistribution (AID 1961). one-dose activation, % at 10 µM; EC50 in µM for titrated hits. 0.048% of 290,000 active. U2OS GPR55 beta-arrestin-GFP redistribution imaging; higher % means a stronger effect;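 active means activation above 40% with more than 50 cells counted in the well; inconclusive means wells holding fewer than 50 cells, flagged as toxic or sparse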;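 further: U2OS osteosarcoma cells stably expressing GPR55 and beta-arrestin-GFP; plate controls were DMSO negative control for no effect and LPI positive control for full effect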
# Lipid droplet = inhibitors of hepatocyte lipid droplet formation, primary screen, imaging, high-throughput imaging, BODIPY stain; AML12 mouse hepatocytes, oleate lipid droplets; inhibition, % at 6.5 µM; 0.4% of 240,000 active; AID 1656, 2009;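 active means lipid droplet intensity inhibited by at least 50%, with more than 500 cells counted; inconclusive means wells with under 300 cells, treated as cytotoxic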
#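 Material: mouse AML12 hepatocyte cell line, fixed after treatment; Timing: compound with oleate, overnight; Technique: high-content imaging of BODIPY-stained droplets and DAPI nuclei; Probe or stimulus: oleate, 100 µM final; Dosing: compound at 6.5 µM only.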
# GPR35 arrestin U2OS = GPR35 antagonists blocking zaprinast-driven arrestin recruitment, primary screen, imaging, U2OS, beta-arrestin-GFP, zaprinast agonist (AID 2058); U2OS GPR35 beta-arrestin-GFP translocation imaging, zaprinast antagonism; higher % means a stronger effect; 0.052% of 290,000 active; G-protein coupled receptor 35 (Homo sapiens); inhibition, % at 10 µM; hits with a dose series show IC50 in µM;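 active means inhibition of at least 50% with at least 30 cells and total cytoplasm GFP at most 10,000,000; inconclusive means under 30 cells or total GFP of 10,000,000 plus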
# Rac1 GTP hydrolysis = MgcRacGAP GTPase-activating activity inhibitors, confirmation, biochemical, ADP Hunter fluorescence; Rac GTPase-activating protein 1 (Homo sapiens); MgcRacGAP-stimulated Rac1 GTP hydrolysis, ADP Hunter fluorescence; higher % means a stronger effect; GST-tagged Rac1 F28L mutant substrate; inhibition, % at 30 µM, or IC50 in µM where a hit was titrated; 0.6% of 340,000 active;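 active means first-screen hits whose inhibition reached a set limit at any dose in the follow-up dose series; inconclusive means inhibition above the set first-screen limit but never retested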;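 further: fluorescence reports GDP produced by GAP-driven GTP hydrolysis; strong numbers were not always called active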
# T cell modulator = modulators of CD8 T cell-vesicle binding, primary screen, mouse 2C CD8+ T cells, flow cytometry; calls only at 7 µM; 0.068% of 330,000 active; 2C CD8+ T cell-vesicle binding; hits give low values; AID 2052, 2009;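 active means response, share of CD8 T cells binding vesicles, and their 90th percentile fluorescence all below set limits, cut at about 80% in these data, passing the limit was not always enough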
#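 material = purified 2C TCR transgenic mouse naive CD8+ T cells | controls = Unloaded micro-vesicles (low), QL9 vesicles with 0.7% DMSO (high) | detection = cytometric PE anti-B7-1 and Alexa647 anti-CD8 signals after 1% paraformaldehyde fixation | incubation = binding step 1.5 h, 37 °C, antibody labelling 20 min, ice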
# Lipid droplet cells 6.5 µM = second read-out of Lipid droplet, no call of its own (marks repeat the call); cell count; measured here: cell count, cytotoxicity flag;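 cells counted across two imaged fields per well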
# T cell modulator vesicle-bound % = recorded beside T cell modulator, whose call it bears; double positive events, %; measured here: CD8+ vesicle-bound cell fraction;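 binding gate set so that unloaded-vesicle control wells show 10% double positive cells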
# NTR1 agonist cell count 20 µM = also measured in NTR1 agonist; calls as there; cell count; measured here: cell count, cytotoxicity flag
# Starred values were filed as active, the others as inactive; i = inactive; u = inconclusive; x = no result given.
Structure	GPR55 activation	Lipid droplet cells 6.5 µM	T cell modulator vesicle-bound %	NTR1 agonist cell count 20 µM	Large T inhibition	GPR55 LPI antagonism	Rac1 GTP hydrolysis	GPR35 arrestin U2OS	T cell modulator	NTR1 agonist	Lipid droplet	LYP inhibition
Cc1ccc(S(=O)(=O)N2CCN(CC(=O)NC3CCCc4ccccc43)CC2)c(C)c1 (stereo not given)	0.0%	779	31	84	20%	8%	3%	2%	i	0.6	-22	2%
Cc1cc(C)c(C(=O)COC(=O)C2CC3CCCC(C2)C3=O)c(C)c1 (stereo not given)	x	x	5	38	15%	x	2%	x	i	3.7	x	x
COc1cccc(CN2CC(C(=O)NCCc3ccc(C)s3)CCC2=O)c1 (stereo not given)	-0.1%	629	38	45	-4%	-6%	6%	2%	i	-0.3	-22	-12%
O=C(CSc1nnc(-c2ccccc2Br)o1)N1CCOCC1	0.0%	840	46	34	8%	-6%	2%	-1%	i	-0.9	-4	-12%
COc1cccc(CN2CCNC(=O)C2CC(=O)NCCc2ccccn2)c1 (stereo not given)	-0.2%	695	44	28	4%	-4%	2%	-3%	i	-0.8	5	-10%
COc1ccc(C)cc1NC(=O)NNC(=O)c1ccoc1C	0.0%	857	33	57	25%	14%	9%	-5%	i	2.6	16	-9%
CNc1nc(C)nc(N/N=C/c2ccccc2)n1	-0.1%	751	48	41	x	63%	6%	9%	i	-0.8	10	2%
CCOc1ccc(Br)cc1C1=NN(C(C)=O)C(c2ccc([N+](=O)[O-])s2)O1 (stereo not given)	-0.1%	807	x	92	x	9%	13%	-12%	x	2.3	2	3%
CC(C)CCC(C)NC(=O)Cc1ccc(S(=O)(=O)N2CCOCC2)s1 (stereo not given)	-0.1%	895	20	73	8%	-1%	7%	4%	i	0.5	6	-6%
CCOC(=O)c1c(CC(C)C)csc1N	0.1%	659	52	39	11%	3%	7%	8%	i	-0.4	1	-4%
O=[N+]([O-])c1cc(C(F)(F)F)cc([N+](=O)[O-])c1NCc1cccnc1	0.5%	685	44	63	6%	-7%	-6%	-3%	i	0.1	-17	-3%
Cc1ccc(OCc2cc(C(=O)NC(C)Cc3cccnc3)no2)cc1C (stereo not given)	-0.1%	706	31	69	5%	-4%	13%	-7%	i	0.1	-12	-9%
Cc1onc(-c2ccccc2Cl)c1C(=O)Nc1ccc(F)c(F)c1	-0.1%	x	31	67	14%	4%	4%	12%	i	2.9	x	6%
CCN(CC)CCCNC(=O)CSc1nc(C)cc(C)n1	0.2%	672	49	66	1%	16%	3%	-9%	i	0.2	16	-2%
CCOC(=O)C1CCN(c2c(NCc3ccc(C(=O)NC(C)CC)cc3)c(=O)c2=O)CC1 (stereo not given)	-0.2%	x	36	60	0%	-8%	5%	-11%	i	0.0	x	-12%
O=C(NCCN1CCOCC1)c1ccc2c(c1)ncn2C1CCCCC1	0.7%	x	52	50	-1%	7%	14%	-2%	i	-0.9	x	-13%
CCOC(=O)N1CCN(C(=O)COc2ccc(Cl)cc2)CC1	0.3%	764	27	44	14%	-4%	-2%	-6%	i	0.4	-2	-4%
COC(=O)Nc1ccc(OCC(=O)N2CCOCC2)cc1	-0.3%	681	7	48	2%	0%	7%	9%	i	0.4	4	-4%
CCS(=O)(=O)N1Cc2ccccc2CC1C(=O)Nc1ccccc1OC (stereo not given)	0.0%	702	28	42	10%	3%	3%	-1%	i	1.0	0	-8%
O=C(N/N=C\c1ccc(O)c([N+](=O)[O-])c1)C1COc2ccccc2O1 (stereo not given)	0.3%	x	61	52	6%	6%	4%	1%	i	-0.9	x	-1%
Cc1ccc(C2/C(=C(/O)c3ccc(Cl)cc3)C(=O)C(=O)N2CC2CCCO2)o1 (stereo not given)	-2.3%	x	37	47	5%	3%	15%	28%	i	-1.3	x	0%
O=C(COC(=O)Cc1ccc(S(=O)(=O)N2CCOCC2)s1)NCc1ccccc1	-0.2%	x	36	28	1%	-2%	-9%	6%	i	-1.0	x	-9%
COc1ccc(CC(=O)NC(=S)Nc2ccc(S(=O)(=O)NC(C)(C)C)cc2)cc1	-0.1%	x	36	68	3%	19%	6%	18%	i	7.4	x	1%
Cc1c(C(=O)NCC(C)C)sc2nc(-c3ccc(F)cc3)cn12	-0.1%	611	21	66	0%	4%	6%	-7%	i	-0.9	-29	-3%
CCCN(Cc1cc2ccccc2[nH]c1=O)C(=O)c1cccc([N+](=O)[O-])c1	-0.2%	734	34	72	9%	-3%	6%	0%	i	1.3	24	0%

# The listing continues.
Structure	GPR55 activation	Lipid droplet cells 6.5 µM	T cell modulator vesicle-bound %	NTR1 agonist cell count 20 µM	Large T inhibition	GPR55 LPI antagonism	Rac1 GTP hydrolysis	GPR35 arrestin U2OS	T cell modulator	NTR1 agonist	Lipid droplet	LYP inhibition
COc1ccc(C(C)=O)cc1COC(=O)CCNS(=O)(=O)c1ccc(C(C)=O)cc1	0.2%	862	55	56	51%	11%	5%	4%	i	0.2	-2	-11%
Cc1cccc(Nc2nnc(SC/C(O)=C(\C#N)c3nc4ccccc4[nH]3)s2)c1C	-0.2%	723	2	39	23%	4%	8%	-12%	i	2.2	-2	3%
CCCCCCOC(=O)C(C#N)c1nc2ccccc2nc1N1CCN(CC)CC1 (stereo not given)	-0.1%	x	17	76	1%	19%	9%	2%	i	8.1	x	-9%
COc1ccccc1CNC(=O)C(=O)c1cn(CC(=O)N2CCOCC2)c2ccccc12	0.4%	668	11	59	15%	10%	-7%	6%	i	1.7	-10	0%
CCCCn1c(O)c(N=NC(=O)c2ccncc2)c2cc(Br)ccc21	-0.2%	669	44	81	11%	-6%	11%	5%	i	-0.8	28	-3%
Cc1ccccc1C(=O)N1CCc2ccccc2C1	-0.1%	x	28	54	8%	-6%	2%	-8%	i	1.1	x	-8%
COc1cccc(CNC(=O)c2n[nH]c3ccccc23)c1	-0.2%	686	26	59	6%	7%	7%	-3%	i	-1.5	-12	-6%
Cc1ccsc1C(=O)N1CCCC(CCC(=O)NCc2ccc(F)c(F)c2)C1 (stereo not given)	0.3%	639	57	55	10%	8%	12%	-19%	i	0.4	-9	-10%
Cc1cc(C)n(C(=O)CNC(=O)Cc2ccccc2)n1	0.1%	x	33	55	-4%	-6%	6%	9%	i	0.5	x	-7%
O=C(CN1C(=O)c2ccccc2S1(=O)=O)N1CCOCC1	-0.2%	704	16	74	6%	-3%	-6%	9%	i	0.0	17	-5%
CC(C)C[C@@H](CO)N1CCN(CCCc2ccccc2)CCC1=O	-0.2%	749	20	96	16%	9%	2%	-6%	i	-0.2	0	-10%
CC(=O)n1nc(-c2ccc(Cl)cc2)nc1NCc1ccco1	-0.1%	779	59	57	8%	-2%	6%	-4%	i	4.9	10	-9%
CCc1nnc(NS(=O)(=O)c2ccc(NC(=S)NC(=O)/C=C/c3ccccc3)cc2)s1	-0.2%	507	8	57	u	-3%	18%	-3%	i	7.7	-3	6%
COC(=O)c1cccc(-c2ccc(C(c3c(C)[nH][nH]c3=O)c3c(C)[nH][nH]c3=O)o2)c1	1.0%	692	62	25	25%	16%	10%	8%	i	9.5	1	0%
O=C1CC(C(=O)N(c2ccc(F)cc2)C(C(=O)NC2CCCC2)c2ccccn2)CS1 (stereo not given)	-0.1%	690	10	63	3%	4%	7%	13%	i	-0.9	13	-2%
Cc1cc(C)c2c(CC(=O)NN(C)C)coc2c1	0.2%	x	19	56	9%	8%	-1%	-10%	i	-0.1	x	-5%
CCOC(=O)c1c(NC(=O)CSc2ccccc2C(=O)O)sc(C)c1C	-0.1%	756	27	49	25%	16%	1%	4%	i	1.5	-1	1%
Cc1cc(C(c2cc(C)c(N)c(C)c2)c2ccco2)cc(C)c1N	x	x	41	50	13%	x	8%	x	i	3.3	x	x
CCc1ccc(N2CC(C(=O)OCC(=O)Nc3cc(C)on3)CC2=O)cc1 (stereo not given)	0.2%	641	33	82	13%	4%	4%	-20%	i	-1.0	-8	-1%
CCNC(=O)O/N=C1\CCCCC1c1ccc([N+](=O)[O-])cc1[N+](=O)[O-] (stereo not given)	-0.1%	714	56	81	12%	10%	7%	11%	i	-1.1	-7	-4%
CC(=O)c1ccc(N2CCN(Cc3nc4ccccc4[nH]3)CC2)cc1	-0.1%	869	15	62	4%	-2%	4%	-14%	i	0.9	-5	-3%
COc1ccc(Cl)cc1NS(=O)(=O)c1c(C)[nH]c(C)c1C(=O)N1CCCCC1	0.5%	774	8	60	-4%	-10%	11%	6%	i	-0.6	-11	-14%
FC(F)(F)c1cccc(OCCN2CCN(Cc3ccccc3)CC2)c1	0.3%	653	44	39	7%	-2%	27%	-11%	i	1.2	17	-5%
CCCCCC(C)NC(=O)c1ccoc1C (stereo not given)	-0.4%	748	2	85	12%	10%	5%	-5%	i	0.4	-7	-3%
O=C(Cn1cnc2c(nnn2-c2ccccc2)c1=O)N1CCC(Cc2ccccc2)CC1	0.2%	649	38	89	15%	11%	4%	6%	i	7.0	-12	0%
COc1ccc(Cc2nc3ccc(C(=O)NCCn4cccn4)cc3o2)cc1	-0.1%	818	69	63	6%	5%	7%	7%	i	-0.6	-4	-7%
CCC(C(=O)N1CCc2ccccc2C1)n1nc(C)n2c(cc3occc32)c1=O (stereo not given)	-0.1%	763	10	37	8%	4%	13%	4%	i	2.0	-4	-1%

# High-throughput results from PubChem BioAssay.
